Screens deposited in PubChem by Sanford-Burnham Center for Chemical Genomics.
Jurkat NFkB inh: inhibitors of the PMA/ionomycin-induced NF-kB reporter in Jurkat cells; 330,000 compounds, 0.53% hits; PMA/ionomycin-induced NF-kB luciferase reporter, luminescence; inhibition, % at 4 µM; in the data active = inhibition above about 50%
TIM10 inh: inhibits growth of TIM10 yeast strain; S. cerevisiae TIM10 strain growth, BacTiter-Glo luminescence, 24 h; inhibition, % at 10 µM; 330,000 compounds, 1.4% hits; AID 463195;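 active = inhibition of 40% or more at the single tested concentration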;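 also: wild-type TIM10 isogenic control strain grown at permissive 25 °C; 0% = DMSO yeast wells and 100% = minimal medium wells without yeast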
tim10-1 inh: growth inhibitors of tim10-1 mutant yeast; S. cerevisiae tim10-1 ts strain growth, BacTiter-Glo, 24 h; inhibition, % at 20 µM; 330,000 compounds, 2.2% hits;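 active = inhibition of at least 40%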;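 also: mutant grown at 25 °C; 0% = DMSO wells with yeast and 100% = wells holding no yeast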
tim23-1 inh: inhibits growth of tim23-1 mutant yeast; S. cerevisiae tim23-1 growth, BacTiter-Glo luminescence, 24 h; 330,000 compounds, 1.3% hits; AID 463212; inhibition, % at 20 µM;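 active = growth inhibition of the mutant yeast at or above 50%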;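 also: temperature-sensitive mutant grown at 25 °C; plate controls were DMSO-treated mutant yeast for no effect and medium wells lacking yeast for full effect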
UPR CHOP act: apoptotic UPR (CHOP) activation; CHO-CHOP luciferase reporter, luminescence; percent of tunicamycin response over DMSO baseline; activation, % at 10 µM; 330,000 compounds, 0.34% hits; AID 449763;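 active = at 10 µM dose, activation of 40% or more, normalized to positive control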;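 also: 100% = tunicamycin at 10 µg/mL and 0% = DMSO alone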
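measured by = luciferase luminescence | assay system = CHO-CHOP cells, stable luciferase reporter of PERK-eIF2a-CHOP signalling | amount = 500 reporter cells seeded per well | timing = 6 h compound exposure at 37 °C after overnight seeding | controls = positive tunicamycin 10 µg/mL, negative DMSO alone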
Mdm2-MdmX inh: disrupts the human Mdm2-MdmX interaction; SaOS-2 split-luciferase Mdm2/MdmX complementation, luminescence; inhibition, % at 8 µM; 330,000 compounds, 3% hits; AID 485346;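 active = inhibition of at least 50% at 8 µM in the primary screen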
Target sequence (O15151 whole entry, looked up): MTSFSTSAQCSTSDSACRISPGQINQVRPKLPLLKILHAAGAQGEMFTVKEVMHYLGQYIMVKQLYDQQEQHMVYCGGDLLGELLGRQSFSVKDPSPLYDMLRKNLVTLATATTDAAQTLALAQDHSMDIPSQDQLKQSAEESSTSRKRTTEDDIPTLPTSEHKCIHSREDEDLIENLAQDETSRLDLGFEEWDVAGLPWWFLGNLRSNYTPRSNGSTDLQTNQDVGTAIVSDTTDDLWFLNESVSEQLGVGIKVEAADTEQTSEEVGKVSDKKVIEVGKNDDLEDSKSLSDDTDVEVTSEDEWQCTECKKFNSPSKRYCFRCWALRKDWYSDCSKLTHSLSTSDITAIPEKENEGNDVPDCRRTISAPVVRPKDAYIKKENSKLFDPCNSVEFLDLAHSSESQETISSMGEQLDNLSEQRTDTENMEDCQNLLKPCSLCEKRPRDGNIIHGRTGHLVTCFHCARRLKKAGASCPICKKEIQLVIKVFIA
Target sequence (Q00987 whole entry, looked up): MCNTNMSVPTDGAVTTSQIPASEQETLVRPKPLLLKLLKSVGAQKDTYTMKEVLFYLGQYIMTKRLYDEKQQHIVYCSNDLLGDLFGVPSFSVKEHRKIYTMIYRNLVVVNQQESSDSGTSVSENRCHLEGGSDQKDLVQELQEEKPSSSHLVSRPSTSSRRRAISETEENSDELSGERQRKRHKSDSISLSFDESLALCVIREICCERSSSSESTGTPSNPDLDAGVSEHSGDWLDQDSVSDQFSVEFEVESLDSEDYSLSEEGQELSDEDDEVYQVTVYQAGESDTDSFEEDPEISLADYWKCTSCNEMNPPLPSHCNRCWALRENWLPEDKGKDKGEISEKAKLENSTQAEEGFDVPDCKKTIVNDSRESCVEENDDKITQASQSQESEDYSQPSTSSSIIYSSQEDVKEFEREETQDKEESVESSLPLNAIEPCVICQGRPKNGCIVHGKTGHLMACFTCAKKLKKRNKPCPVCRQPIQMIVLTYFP
697 NFkB inh: lowers PMA/ionomycin-induced NF-kB signal in 697 B cells. inhibition, % at 4 µM. 330,000 compounds, 0.33% hits. 697 B-cell NF-kB luciferase reporter, 16 h; in the data active = inhibition above about 35%
XBP1 UPR activ: activators of adaptive arm of unfolded protein response (XBP1); CHO-XBP1 luciferase reporter, IRE1-XBP1 UPR activation, luminescence; percent of tunicamycin response, DMSO as zero; activation, % at 20 µM; 330,000 compounds, 0.33% hits; AID 463104;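 active = versus positive control, 20 µM dose yields 30% or more activation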;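 also: 100% = tunicamycin at 10 µg/mL and 0% = DMSO only wells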
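Signal: luciferase luminescence; Assay system: CHO-XBP1 luciferase reporter cells; Amount: one thousand reporter cells per well; Dosing: 20 µM single concentration, DMSO 1%; Benchmarks: high control tunicamycin 10 µg/mL final, low control DMSO vehicle only; Schedule: 6 h compound exposure at 37 °C, 5% CO2; Evaluation: percent activation relative to tunicamycin reference.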
Active calls of the source: *; . = no result given.

SMILES	Jurkat NFkB inh	TIM10 inh	tim10-1 inh	tim23-1 inh	UPR CHOP act	Mdm2-MdmX inh	697 NFkB inh	XBP1 UPR activ
O=C(COC(=O)COc1ccccc1)Nc1ccc(S(=O)(=O)N2CCOCC2)cc1	4	-1	3	15	0.1	11	16	-2
CCOc1ccc(C(=O)COC(=O)CNC(=O)C2CCCCC2)cc1	11	16	16	19	2.7	-1	-16	-1
C=CCNC(=O)C1CCN(S(=O)(=O)c2ccc3ccccc3c2)CC1	2	14	17	15	1.7	-7	15	-2
S=c1[nH]nc(-c2ccccc2)n1/N=C/c1c[nH]c2ccccc12	-2	1	14	-1	2.7	18	-33	-2
Clc1ccc(OCCCCN2CCc3ccccc3C2)cc1	-7	-2	-26	-18	-1.0	13	-1	1
CN(C)c1nc2n(c(=O)n1)CCS2	-12	7	12	10	0.0	-9	-9	4
O=C(Cc1cccc(NC(=O)C2CCCN(C(=O)C3CCCCC3)C2)c1)Nc1cccc(C(=O)N2CCCC2)c1 (stereo not drawn)	-4	0	-2	5	-0.1	-4	-7	6
Cc1cc(C)c(C#N)c(OCc2ccc(Cl)nc2)n1	-8	-10	-6	11	-0.1	-19	5	-3
CC(=O)N(C)c1cccc(-c2ccc3nnc(C)n3n2)c1	-3	-5	10	4	1.0	-7	19	-1
Clc1ccc(-c2nnc(N3CCOCC3)o2)cc1	-24	-19	-11	-5	5.5	-19	-16	8
CCn1cc(C(=O)NCc2ccc(C)o2)c2cc(OC)c(OC)cc2c1=O	10	6	12	7	-0.4	23	22	0
Cc1nc2c(-c3ccccc3)cnn2c(N)c1-c1ccccc1	-97	30	43*	39	-5.0	83*	-428	-10
COc1ccc(CC(=O)NC2CC(C)(C)NC(C)(C)C2)cc1OC	-1	-4	-1	0	7.5	0	-4	-2
O=c1c2ccccc2c(C=NCCO)c(O)n1-c1ccccc1	6	7	5	3	0.7	0	19	-2
CCn1nnnc1SCC(=O)N1CCN(c2ccccc2)CC1	-5	8	-4	2	0.0	8	1	2
CN(C)/C=C/C(=O)c1cnc(-c2ccc(Cl)cc2)s1	-93	9	15	5	5.5	-131	-110	2
CC(=O)c1c(C)[nH]c(C(=O)CSc2nc3ccccc3n2C)c1C	2	2	-5	-4	6.1	26	-61	3
O=C(NC1CCC(=O)N(CCSc2ccccc2)CC1)OCc1ccccc1 (stereo not drawn)	-9	18	48*	32	1.3	-7	-53	-1
CCOC(=O)NC(Nc1nc2ccccc2s1)(C(=O)OCC)C(F)(F)F (stereo not drawn)	2	-5	29	28	-1.1	23	15	1
COC(=O)[C@@H](NC(=O)Nc1cc(Cl)ccc1C)C(C)C	0	3	8	-9	0.9	-14	1	-2
CCCCCN1C=CC(=C2C(=O)c3ccccc3C2=O)C=C1	60*	16	14	22	-9.5	78*	-18	-12
CCCCC(=O)NC(=S)Nc1cccc(Cl)c1N1CCCCC1	6	14	24	9	2.9	27	-19	4
CC(C)OC(=O)CSc1nc2cccnc2n1-c1ccc(F)cc1	4	14	21	27	1.6	4	4	0
Cc1cccc(N2C(=O)CC(Sc3ccccc3C(=O)O)C2=O)c1 (stereo not drawn)	11	41*	49*	34	-1.8	4	-1	-1
Cc1csc2nc(COC(=O)c3cccc(N(C)C)c3)cc(=O)n12	-21	7	12	22	1.8	-6	-40	3
O=C(Nc1ccc(C(=O)N2CCN(c3ccc(Cl)cc3)CC2)cc1)C1=CSCCO1	-13	47*	47*	31	1.7	-9	-12	-3
CCOC(=O)c1c(NCC(C)C)c2ccccc2[nH]c1=O	6	2	2	7	0.1	25	11	-4
COc1cc(OC)c(OC)cc1CNCCNC(=O)c1ccco1	-14	-8	-2	2	0.8	8	-4	4
Cc1cc(=O)cc(C)n1-c1ccccc1Br	4	-5	-5	-7	0.0	-12	6	1
COc1ccccc1C(=O)COC(=O)c1ccc(N(C)C)cc1	-133	21	11	27	4.0	-240	-132	-2

The final six compounds of the section above open the next one.
SMILES	Jurkat NFkB inh	TIM10 inh	tim10-1 inh	tim23-1 inh	UPR CHOP act	Mdm2-MdmX inh	697 NFkB inh	XBP1 UPR activ
Cc1csc2nc(COC(=O)c3cccc(N(C)C)c3)cc(=O)n12	-21	7	12	22	1.8	-6	-40	3
O=C(Nc1ccc(C(=O)N2CCN(c3ccc(Cl)cc3)CC2)cc1)C1=CSCCO1	-13	47*	47*	31	1.7	-9	-12	-3
CCOC(=O)c1c(NCC(C)C)c2ccccc2[nH]c1=O	6	2	2	7	0.1	25	11	-4
COc1cc(OC)c(OC)cc1CNCCNC(=O)c1ccco1	-14	-8	-2	2	0.8	8	-4	4
Cc1cc(=O)cc(C)n1-c1ccccc1Br	4	-5	-5	-7	0.0	-12	6	1
COc1ccccc1C(=O)COC(=O)c1ccc(N(C)C)cc1	-133	21	11	27	4.0	-240	-132	-2
Cc1noc(C)c1NC(=O)N(C)C[C@H]1Oc2ccc(NC(=O)Cc3ccccc3)cc2C(=O)N([C@H](C)CO)C[C@@H]1C	-13	-1	-7	-3	0.8	23	7	-3
CN1C(=O)c2ccccc2C(C(=O)O)C1c1cccc([N+](=O)[O-])c1 (stereo not drawn)	4	18	6	18	0.8	-5	3	0
COc1ccc(S(=O)(=O)N(C)C)cc1NC(=O)COC(=O)c1nn(C)c(=O)c2ccccc12	7	15	-10	14	-1.7	6	29	-1
O=C(/C=C/c1ccco1)NC(=S)Nc1cccc([N+](=O)[O-])c1	48	13	23	0	1.8	39	-11	2
CCn1c(SCC(=O)Nc2ccc(F)cc2)nnc1C1CC1	-10	-12	-11	6	1.0	8	-7	2
O=C(N/N=C\c1ccc2c(c1)OCO2)c1cncc(Br)c1	-17	-8	4	-1	1.1	9	-2	-1
Cc1cccc2sc(N(CCCN(C)C)C(=O)c3ccc(S(=O)(=O)N4CCc5ccccc5C4)cc3)nc12	33	40*	41*	20	36	64*	-36	24
COc1ccccc1CN1C[C@@H]2C[C@@H](c3cccc(O)c3)N3CCC[C@@]23C1=O	0	12	-4	14	1.0	-18	12	1
O=C1C=CC[C@H](/C=C/C[C@@H](O)C[C@H](O)CCc2ccccc2)O1	6	5	19	19	-1.7	10	-5	-2
CCN1CCN(C(=S)c2ccc(Cl)cc2)CC1	5	7	-2	6	2.3	7	7	1
COc1ccc(-c2c(C)oc3c(CN4CCCCC4C)c(O)ccc3c2=O)cc1OC (stereo not drawn)	-24	10	2	2	-0.6	-64	-9	0
COCCN(C(=O)c1cccc(OC)c1)c1nnc(-c2ccncc2)s1	-4	13	17	14	-1.7	-21	-6	-1
CC(O)CNCCCOc1cccc(C(F)(F)F)c1 (stereo not drawn)	1	-15	12	-3	3.6	18	3	-2
CC(=O)Nc1ccc(S(=O)(=O)NCc2cn3ccsc3n2)cc1	3	1	-9	-12	-2.4	17	13	-4
O=CN1CCN(C(C(=O)NC2CCCC2)c2cc3c(cc2[N+](=O)[O-])OCO3)CC1 (stereo not drawn)	-2	8	-1	6	1.3	-3	-1	0
Cc1ccccc1-c1ncc(CN2CCN(C3CCCCC3)C(CCO)C2)cn1 (stereo not drawn)	5	-3	11	0	-1.1	-7	-4	-2
Cc1ccc(S(=O)(=O)N(C)C)cc1NC(=O)c1cc(S(=O)(=O)N2CCCCC2)ccc1N1CCOCC1	8	3	-13	-7	-0.2	17	-7	2
COc1ccc(S(=O)(=O)N2CCN(C(C)C(=O)Nc3ccc(C(C)C)cc3)CC2)cc1 (stereo not drawn)	29	45*	27	51*	1.3	-6	22	-3
CN(C)S(=O)(=O)N1CCC(Oc2cccc(C(=O)N3CCCCCCC3)c2)CC1	-19	14	14	17	2.6	4	-17	-4
CC[C@]12c3[nH]c4cc(CCC(=O)N(C)C)ccc4c3CCN1C(=O)[C@@H](CC(=O)NCCc1ccccn1)C[C@@H]2C(=O)N1CCN(C(=O)c2ccco2)CC1	.	1	-1	24	4.0	10	18	0
CC1(C)Cc2c(c(-c3ccccc3)[nH]c(=O)c2C#N)CS1	-5	-4	22	9	-2.5	-14	-1	0
COc1ccc(Cn2ccc(=O)c(Cc3c(Cl)cccc3Cl)c2C)cc1	3	-5	9	4	0.3	-5	17	-9
NC(=O)C1CCN(C(=O)C2CC(=O)N(c3ccc(F)cc3)C2)CC1 (stereo not drawn)	12	-4	2	10	0.7	-23	8	-2
Cc1ccc(Nc2ncnc(-n3cccc3)n2)cc1Cl	-95	16	18	0	3.7	-91	-151	1
COc1ccc2cc(CCOC3CCCCO3)ncc2c1 (stereo not drawn)	-139	7	12	6	-1.7	-24	-144	-3
O=C1/C(=C/c2ccccc2)SC(=S)N1C1CCS(=O)(=O)C1 (stereo not drawn)	5	14	13	19	-1.4	37	-12	-4
CCOC(=O)c1c(SCC(=O)Nc2nc(C)cs2)nc(=O)[nH]c1C	8	-1	-2	-2	1.6	24	20	-7
CCC(C)NC(=O)CSc1nc2cc(S(=O)(=O)N3CCOCC3)ccc2n1CC (stereo not drawn)	18	-1	5	5	-0.1	43	10	-2
Cc1nn(Cc2ccccc2Cl)c(C)c1C(=O)NCC(c1cccs1)N1CCOCC1 (stereo not drawn)	-7	13	21	3	-0.4	6	-17	0
CC(=O)NS(=O)(=O)c1ccc(NC(=S)NC(=O)Cc2ccccc2)cc1	-15	-6	-5	-5	-1.0	14	1	-1
CCCCNC(=O)c1onc(CSc2cccc(OC)c2)c1C(=O)NCCCC	-31	-4	36	8	-1.1	-7	-49	-4
CCN1CCN(CCCNC(=O)CNC(=O)c2nn(-c3ccc(OC)cc3)c(=O)c3ccccc23)CC1	8	5	-13	5	0.0	24	9	7
O=C(Nc1ccc(N2CCOCC2)c(Cl)c1)c1cc2ccccc2o1	-110	18	-7	41	3.0	-136	-144	10
Oc1cc(Br)ccc1C=Nc1ccc(N2CCCCC2)cc1	6	19	42*	50	2.2	7	-1	-2
OCC1(Cc2ccccc2)CCCN(Cc2cn[nH]c2-c2ccccc2)C1 (stereo not drawn)	-16	-18	-4	6	-0.9	6	-14	-2
Cc1[nH]nc2c1C(c1ccco1)C(C#N)=C(N)O2 (stereo not drawn)	20	16	0	6	1.0	-2	18	1
COc1ccc(CCNC(=O)Cn2ccc3cc(S(=O)(=O)N4CCCC4)ccc32)cc1OC	5	-2	15	1	4.4	21	10	-2
Cn1c(N)c(C(=O)Nc2ccccc2F)sc1=S	-6	0	1	24	0.6	12	-16	-2
CNC(=O)c1cc(OCC(F)(F)F)ccc1OCC(F)(F)F	-2	-14	0	6	2.3	-14	22	0
CCOC(=O)C1=C(O)/C(=C/c2ccc(OCC(=O)O)c(OCC)c2)SC1=Nc1ccc(OC)cc1	7	6	15	16	0.7	24	18	-3
CCOC(=O)c1c(C)[nH]c(C(=O)COC(=O)CCC(=O)c2ccc3c(c2)OCCO3)c1C	-3	27	19	18	4.2	11	1	2
O=C(Nc1cccnc1)c1sc(Nc2ccccc2F)nc1-c1ccccc1	-4	-7	-26	-30	3.5	48	-14	38*
O=C(Nc1nn[nH]n1)c1cccc(Oc2ccccc2)c1	-3	1	-12	-3	-0.2	35	8	2
Cc1ccccc1C(=O)NNC(=S)NC(=O)c1ccc(Cl)cc1Cl	12	23	15	0	-1.4	5	5	-1
CC(C)(C)NC(=O)CSc1nnc(NC(=O)CCc2ccccc2)s1	13	-9	-6	9	0.7	11	-7	-5
Cn1ccc(NC(=O)c2ccc(Cl)cc2)n1	-10	12	-8	8	4.8	-13	5	3
CCOC(=O)c1c(C)[nH]c(C)c1S(=O)(=O)N(C)CC(=O)Nc1cccc(C)n1	-3	0	5	0	0.0	7	0	-3
